NPYLR7 agonist: agonists of mosquito NPYLR7 receptor, primary screen, cell-based, Aedes aegypti, calcium fluorescence, mosquito biting behavior | HEK293T NPYLR7/Galpha15, GCaMP6s calcium fluorescence | activation, % at 10 µM | 0.15% of 270,000 active | Aedes aegypti neuropeptide Y-like receptor 7 (NPYLR7); in the data active = activation above about 40%;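 also: 0% = vehicle and 100% = reference agonist at the receptor; some compounds past the cut are filed as inactive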
hcGAS inh: Primary biochemical luminescence assay for human cyclic GMP-AMP synthase inhibitors. Q8N884. recombinant h-cGAS, ATP depletion, Kinase-Glo luminescence. inhibition, % at 12.5 µM. 0.081% of 290,000 active. AID 1259398, 2018;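 also: 0% = vehicle reaction and 100% = reaction without DNA for no activity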
Target sequence (Q8N884 whole entry, looked up): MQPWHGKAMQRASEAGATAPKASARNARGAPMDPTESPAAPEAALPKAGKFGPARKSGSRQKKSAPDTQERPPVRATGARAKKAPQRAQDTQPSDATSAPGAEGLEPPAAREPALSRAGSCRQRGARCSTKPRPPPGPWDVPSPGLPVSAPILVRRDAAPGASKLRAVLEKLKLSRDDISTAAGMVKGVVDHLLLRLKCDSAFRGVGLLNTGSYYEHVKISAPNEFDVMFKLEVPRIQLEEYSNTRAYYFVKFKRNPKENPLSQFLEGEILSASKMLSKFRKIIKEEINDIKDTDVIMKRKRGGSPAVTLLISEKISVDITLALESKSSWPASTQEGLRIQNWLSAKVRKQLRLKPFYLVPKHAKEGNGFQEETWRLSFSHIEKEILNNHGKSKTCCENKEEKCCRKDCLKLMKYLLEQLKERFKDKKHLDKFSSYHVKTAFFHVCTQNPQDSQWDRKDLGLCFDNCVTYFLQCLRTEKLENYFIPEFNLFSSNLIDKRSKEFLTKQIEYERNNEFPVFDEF
mcGAS lum: cyclic GMP-AMP synthase inhibitors, mouse, primary biochemical chemiluminescence. 0.15% of 160,000 active. inhibition, % at 12.5 µM. recombinant cGAS, Kinase-Glo ATP depletion luminescence. Q8C6L5;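 also: 0% = negative control wells and 100% = reference inhibitor with no enzyme activity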
* = called active by the depositor; x = not tested or not shown; & = joins results of further samples. Rule as the data show it, unless noted: active = inhibition above about 40%; inactive = the rest.

Compound,hcGAS inh,mcGAS lum,NPYLR7 agonist
Cn1c(CN2CCOc3ccccc32)cc(=O)n(C)c1=O,7,x,-3
CCOC(=O)c1cc(-c2ccc(F)cc2)n(C2CCN(C(=O)c3cccc(OC(C)=O)c3C)CC2)n1,-3,-3,31
CN1C(=O)/C(=C2\SC(=S)N(CCS(=O)(=O)O)C2=O)c2ccccc21,-5,-4,-10
O=C(Cn1c2ccccc2c2ncn(Cc3ccccc3)c(=O)c21)Nc1ccc2c(c1)OCO2,-3,-6,0
CCN(Cc1noc(CC(C)C)n1)C(=O)Cc1ccc2c(c1)OCO2,-9,-12,-1
CCOc1cc(/C=C2/SC(=S)N(CC(=O)O)C2=O)ccc1OCC(=O)O,-5,-4,-5
O=c1nc(/C=C/c2ccc3c(c2)OCO3)cc(C(F)(F)F)[nH]1,-8,8,8
O=C1/C(=C/c2ccc(-c3ccc([N+](=O)[O-])cc3)o2)C=C(c2ccccc2)N1c1cccc(Cl)c1,-7,-7,-3
CCOC(=O)CC1CCCCN1Cc1nnc(-c2ccco2)o1 (stereo unspecified),0,-11,1
Cc1cc(C)nc(Nc2n[nH]c(-c3cccc4ccccc34)n2)n1,-18,-8,1
Cc1ccc(-c2cc(C(F)(F)F)n3ncc(C(=O)Nc4ccc(Cl)c(Cl)c4)c3n2)cc1,-6,-4,1
CCN(CCCNC(=O)C1CCN(S(=O)(=O)c2ccc3c(c2)OCCO3)CC1)c1ccccc1,-6,x,15
O=C(O)[C@H]1C[C@@H](C(=O)N2CCCC2)CN(C(=O)Cc2ccc3c(c2)OCO3)C1,6,x,-2
O=C(CC(c1ccccc1)c1cn(Cc2ccccc2)c2ccc([N+](=O)[O-])cc12)NCCN1CCOCC1 (stereo unspecified),-9,-9,x
CC(N)=C(C#N)C(=O)COC(=O)C12CC3CC(CC(C3)C1)C2,-6,x,5
CCCCc1nc(C(N)=O)c2[nH]c(=O)n(-c3ccc4c(c3)OCO4)c2n1,1,x,4
COCCOC(=O)C1=C(C)N(C)C(=S)NC1c1ccc(NC(=O)c2cc(OC)cc(OC)c2)cc1 (stereo unspecified),-7,-9,17
COc1cc(OC)cc(-n2c(=O)c3sccc3n(CC(N)=O)c2=O)c1,-1,x,4
Cc1ccn2c(=O)c(NC(=O)c3cccc(C(F)(F)F)c3)c(C)nc2c1,-11,x,4
O=C(O)C1CCc2cn[nH]c2C1 (stereo unspecified),-6,x,8

Just NPYLR7 agonist and hcGAS inh, for some of the entries so far:
canonical_smiles	NPYLR7 agonist	hcGAS inh
O=C(O)[C@H]1C[C@@H](C(=O)N2CCCC2)CN(C(=O)Cc2ccc3c(c2)OCO3)C1	-2	6
CN1C(=O)/C(=C2\SC(=S)N(CCS(=O)(=O)O)C2=O)c2ccccc21	-10	-5
CC(N)=C(C#N)C(=O)COC(=O)C12CC3CC(CC(C3)C1)C2	5	-6
COCCOC(=O)C1=C(C)N(C)C(=S)NC1c1ccc(NC(=O)c2cc(OC)cc(OC)c2)cc1 (stereo unspecified)	17	-7
Cc1ccc(-c2cc(C(F)(F)F)n3ncc(C(=O)Nc4ccc(Cl)c(Cl)c4)c3n2)cc1	1	-6
Cc1cc(C)nc(Nc2n[nH]c(-c3cccc4ccccc34)n2)n1	1	-18

Laid out differently: three of the compounds above
Each structure is followed by: hcGAS inh | mcGAS lum | NPYLR7 agonist
Cc1ccc(-c2cc(C(F)(F)F)n3ncc(C(=O)Nc4ccc(Cl)c(Cl)c4)c3n2)cc1
    -6 | -4 | 1
O=c1nc(/C=C/c2ccc3c(c2)OCO3)cc(C(F)(F)F)[nH]1
    -8 | 8 | 8
O=C(O)C1CCc2cn[nH]c2C1 (stereo unspecified)
    -6 | x | 8

Carrying on.
Compound,hcGAS inh,mcGAS lum,NPYLR7 agonist
O=C(CN1CCCC1c1ccc[nH]1)N1CCCCC1 (stereo unspecified),-8,x,3
CCCN1C(=O)CCc2cc(NC(=O)c3ccc(C#N)cc3)ccc21,-6,x,6
O=C1C(=Cc2ccccc2Br)CSc2ccc(F)cc21,-8,-3,-1
Cc1ccc(N2C(=O)CSC2c2ccccn2)cc1 (stereo unspecified),-3,x,-2
CNc1nc2cnc(Nc3cccc(Oc4ccccc4)c3)cc2n1Cc1ccccc1,-6,-7,13
COCCOc1nc(-c2ccc(C(F)(F)F)cc2)n(-c2ccc(NC(=O)C(Cl)c3ccccc3)cc2)n1 (stereo unspecified),4,1,x
O=C(Nc1cccc(F)c1)N(Cc1ccncc1)C1CCCCC1,-1,-5,-5
CCC(c1nc(CCc2ccccc2)nn1-c1ccnc(C)c1)n1cccn1 (stereo unspecified),-10,x,14
CN(CCn1ccc2ccccc21)C1CCN(S(C)(=O)=O)CC1,-3,-14,0
CC(C)N(CC(=O)N1CCc2sccc2C1c1ccc(C(C)(C)C)cc1)S(=O)(=O)/C=C/c1ccccc1 (stereo unspecified),-3,-6,x
COc1ccc(C=C2N=C(c3ccc(OC(F)F)cc3)OC2=O)cc1,-8,-8,3
CN(C)C(=O)CNc1cc(Cl)ccc1C(=O)N1CCCCC1,-3,-3,2
O=C(COc1ccc(Cl)cc1)N=Nc1c(O)[nH]c2ccc(Br)cc12,-2&-8,-7,0&-5
CC(C)OCCN1CCC(Nc2ccc(C#N)cc2F)CC1,-7,-17,1
Cc1noc(C)c1CN(C)CCOC1CCCCC1C (stereo unspecified),-7,x,4
Nc1ccc2c3c(cccc13)C(=O)NC2=O,1,-2,147*
COc1ccc(/C=N\NC(=O)CSc2nnc(-c3ccccc3)n2-c2ccccc2)cc1OCc1ccccc1,-2,x,-4
Cn1c(COc2ccc(Cl)cc2Cl)nc2ccccc21,6,x,3
CCn1c(N2CCN(Cc3ccccc3C)CC2)nc2c1c(=O)[nH]c(=O)n2C,-8,x,6
CCCCc1cnc2c(c1SCC(=O)NC(C)C)c(=O)n(C)c(=O)n2C,-11,-9,6

(listing goes on)
Compound,hcGAS inh,mcGAS lum,NPYLR7 agonist
CC(=O)Oc1ccccc1Cn1c(C)c(C(=O)NCc2ccccc2)sc1=O,-9,x,7
O=C(CCCSc1ccc(NC(=O)c2ccc(F)cc2)nn1)NCCN1CCOCC1,-5,-10,-6
CC(c1cccs1)N(C)C(=O)c1ccc(S(=O)(=O)N(C)C)cc1 (stereo unspecified),-3,-8,7
CNC(=O)[C@H]1C[C@]2(CCCCN(C)C2=O)N(C(=O)Cc2cccs2)[C@H]1c1ccco1,5,-2,2
N#Cc1ccccc1S(=O)(=O)Oc1ccccc1,-14,x,0
Cc1ccccc1CNC(=O)c1ccc2sc([C@H]3C[C@H](O)[C@@H](CO)O3)nc2c1,-1,-2,7
Cc1nnc(NC(=O)CSc2nnc(CNC(=O)c3cccs3)n2-c2ccc(F)cc2)s1,1,1,3
O=C(NC1CCN(c2ccccc2C(=O)NCc2cccnc2)CC1)c1ccco1,-7,-7,21
CC(C)(C)OC(=O)C1CN(C(=O)c2ccc(N3CCCC3)c(F)c2)CCO1 (stereo unspecified),-8,x,-1
CN(Cc1c(F)cccc1Cl)C(=O)c1nc(N2CCOCC2)ncc1Cl,-4,x,-1
CCCCNC(=O)N1CCCN(c2nc(CC(C)C)nc3c2c(C)nn3-c2ccccc2)CC1,-4,-3,12
Cc1cc(S(=O)(=O)N2CCN(Cc3nc(-c4ccc(F)cc4)no3)CC2)ccc1Br,2,x,-9
CCOc1ccc(-n2c(SCc3ccccc3C)nc3c(c2=O)SCC3)cc1,-1,-6,0
CC(Sc1nccn1C)C(=O)Nc1ccccc1 (stereo unspecified),-5,x,1
COc1ccc(-c2nc3ccc(C)cn3c2NC(=O)CC(C)C)cc1OC,-7,-8,-5
Cc1nn2c(nnc3c(=O)[nH]cc(C)c32)c1-c1ccccc1,-6,x,-9
CCC1(C)OC(=O)N(C)C1=O (stereo unspecified),2,x,-3
COc1ccc2cc(C(=O)C3CCCN(C(=O)c4snnc4C)C3)ccc2c1 (stereo unspecified),-5,-4,0
COc1cccc(C(=O)Nc2cccc(C3SCC(=O)N3c3ccccc3F)c2)c1 (stereo unspecified),-4,-6,14
Nc1cc(-c2cccc(C(F)(F)F)c2)nn1-c1ccc(C(=O)N2CCOCC2)cc1,-5,-5,-5

Remaining list, next part:
Compound,hcGAS inh,mcGAS lum,NPYLR7 agonist
Cc1cc(CC(C)NC(=O)c2cc(CN3CCOCC3)on2)n[nH]1 (stereo unspecified),-4,-7,x
O=C1CCN(CC(=O)NC23CC4CC(CC(C4)C2)C3)CC1,-3,x,-2
O=C1CC(c2ccccc2)N(C(=O)/C=C/c2ccc(-c3ccccc3)s2)CCN1 (stereo unspecified),2,x,1
CCC(C)(C)NC(=O)COC(=O)c1ccc(-c2ccc(O)cc2)cc1,-7,x,9
COc1cc(OC)cc(C(=O)N2CCCN(c3nc(CCC(C)C)nc4c3cnn4-c3cccc(Cl)c3)CC2)c1,-7,-6,25
O=C(CSC/C=C/c1ccccc1)NCc1ccc(Cl)cc1,-1,-10,-8
CCCN1CC2(CCN(Cc3cnn(C)c3)CC2)CC1C(=O)O (stereo unspecified),-7,-3,x
Cc1nc(-c2cccc(NC(=O)C3=NN(C)C(=O)CC3)c2)cs1,-5,-6,8
CCN1CC(NC(=O)c2ccc(-c3nnn(C)n3)cc2)CC1=O (stereo unspecified),-5,x,1
COc1ccccc1CCNC(=O)C(C1CCCC1)N1CCN(C(=O)COCc2ccccc2)CC1 (stereo unspecified),-3,-5,4
Cc1cc(NC(=O)C2CSCN2C(=O)C2CCC2)ccc1N(C)C (stereo unspecified),-10,x,6
CSc1ncccc1C(=O)N1CCC1(C)C(=O)NC(C)C (stereo unspecified),-7,x,-1
O=C1OCCCN1CCn1cnc(-c2ccccc2)c1-c1cccnc1,-1,x,16
O=C1C(Br)C[C@@H]2[C@H]1C1CCC2(Br)C12OCCO2 (stereo partly specified),0,x,-5
COc1ccc(Cc2nc3ccc(C(=O)N4CCc5ccccc5C4)cc3o2)cc1OC,-8,-12,16
COc1cccc(N2C(=O)CN(Cc3c[nH]c4ccccc34)CC2C)c1 (stereo unspecified),-7,-12,24
CC[N+](CC)(CC)CC,4,-3,2
CN1/C(=C/C(=O)Cn2cnc3c(cnn3C)c2=O)C(C)(C)c2ccccc21,-6,x,8
O=C(Nc1cccnc1N1CCCC1)N(Cc1ccco1)CC1CCCO1 (stereo unspecified),-6,x,1
Cc1nnc(CN(C)Cc2cn(Cc3ccccc3)nc2-c2ccc3c(c2)OCO3)o1,-7&-2,-4,1&-4

Later entries:
Compound,hcGAS inh,mcGAS lum,NPYLR7 agonist
CC(C)c1nnc(-c2cc3ccccc3n2C)o1,-3,-8,-9
O=C(Nc1ccc(F)cc1)c1cccc(S(=O)(=O)N2CCc3ccccc32)c1,-8,-5,-4
C1CN(CC23CCC4CC(CC(C4)C2)C3)CCO1,-10,x,12
O=S(=O)(c1ccc2c(c1)OCCO2)N1CCN(c2nc3ccccc3o2)CC1,-1,x,2
CC(C)N(CCC(=O)NC(c1ccccc1)c1ccccc1)c1nc(Cc2ccc(Cl)cc2)ns1,-4,-6,24
CC(C)n1c(CN2CCC(C3(C)NC(=O)NC3=O)CC2)nc2ccccc21 (stereo unspecified),-7,x,18
COCc1ccc(C(=O)N2CCCC(CCc3ccccc3C)C2)o1 (stereo unspecified),-7,x,2
CC(C)C(=O)N1CCC(NCC2=Cc3cc(Cl)ccc3OC2)CC1,-4&5,3,10&6
CC(C)Oc1ccc(CN2CCC2(C)C(=O)N2CCN(C(=O)c3ccco3)CC2)cc1 (stereo unspecified),-8,x,4
Cc1ccc2ncc(C(=O)N(C)Cc3ccco3)c(=O)n2c1,-4,x,5
CCn1c(=O)c(C(=O)NC2CC2)nn(-c2ccc(OC)cc2)c1=O,-3,-5,2
O=C1CCC(C(=O)N2CCC(CCn3cccn3)CC2)CN1CCN1CCOCC1 (stereo unspecified),-12,x,2
CNc1snc(C)c1C(=O)OCc1ccc(-n2cccn2)cc1,-8,x,0
Cc1nn(-c2ccccc2)c(C)c1CC(=O)NC(c1nccn1C)C1CC1 (stereo unspecified),-1,x,-2
NC(=O)c1ccc(NC(=O)CCNC[C@H]2C[C@H]3C=C[C@H]2C32CC2)cc1,-6,-18,9
Cc1ccc(-c2n[nH]c(=O)c3c2CCCC3)cc1S(N)(=O)=O,-3,x,-9
O=C(CCc1nc(-c2ccncc2)no1)Nc1ccc2c(c1)OCCO2,1,-5,3
COc1ccc(CN(Cc2ccc(F)cc2)CC(O)COc2ccc(Cl)cc2)cc1OC (stereo unspecified),-3,-3,x
O=C(NC1C2COCC1CN(CCOc1ccccc1)C2)c1cncnc1 (stereo unspecified),0,x,-4
COc1ccc(Cc2nc3ccc(C(=O)N(C)Cc4nnc(C)o4)cc3o2)cc1,-7,x,5

(more compounds)
Compound,hcGAS inh,mcGAS lum,NPYLR7 agonist
O=C(N[C@@H]1CCCCC1NC(=O)C1CCCN(S(=O)(=O)c2ccccc2)C1)c1ccc(F)cc1 (stereo partly specified),-5,-6,2
O=C(c1ccc(-n2cnnc2)cc1)N1CCC2(C=Cc3ccccc32)CC1,-3,x,9
O=C1CCN(CC(=O)Nc2ccc(Cl)cc2C(F)(F)F)CC1,-13,-6,6
CCc1[nH]c2ccc(CNc3nccc(N4CCCC(O)C4)n3)cc2c1C (stereo unspecified),-5,x,-1
CCN(C(=O)c1cc2cc(OC)ccc2oc1=O)C1CCCCC1,-5,-7,3
CC1CN(C(=O)NCC2CN(C)CCN2C)CC(C)S1 (stereo unspecified),-14,x,13
